OX1R antag-1: antagonists of human orexin 1 receptor (OX1R); AID 485270, 2010; Orexin/Hypocretin receptor type 1 (Homo sapiens), O43613; inhibition, % at 6.6 µM; OX1R-expressing cells, FRET antagonist read-out; actives 1.8% (n = 330,000); in the data active = inhibition mostly above about 38%, no sharp cut-off; inactive = mostly below about 40%;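 also: 0% = agonist challenge alone and 100% = reference antagonist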
Target sequence (O43613 whole entry, looked up): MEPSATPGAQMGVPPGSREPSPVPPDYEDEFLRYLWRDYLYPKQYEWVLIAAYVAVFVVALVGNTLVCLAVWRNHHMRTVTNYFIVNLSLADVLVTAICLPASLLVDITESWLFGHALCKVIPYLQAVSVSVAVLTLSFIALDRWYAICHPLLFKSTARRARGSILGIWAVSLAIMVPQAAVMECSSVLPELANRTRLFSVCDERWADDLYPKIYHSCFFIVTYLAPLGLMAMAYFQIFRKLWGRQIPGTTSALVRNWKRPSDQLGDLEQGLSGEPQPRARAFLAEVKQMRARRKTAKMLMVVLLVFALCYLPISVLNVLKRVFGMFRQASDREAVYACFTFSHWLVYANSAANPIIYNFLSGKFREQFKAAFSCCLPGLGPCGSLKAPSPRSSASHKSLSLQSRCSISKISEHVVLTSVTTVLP
OX1R antag-2: OX1R (HCRTR1) antagonists, primary screen, fluorescence, CHO/OX1R cells, Fluo-8 calcium, orexin A. Orexin/Hypocretin receptor type 1 (Homo sapiens), O43613. Fluo-8 calcium fluorescence. inhibition, % at 5 µM. actives 0.43% (n = 330,000). AID 434989, 2010;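 active = inhibition above its plate's threshold, mean inhibition of all tested compounds on the plate plus 3 SD, cut at about 37% in these data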;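 also: 0% = orexin A challenge wells and 100% = SB-334867-A antagonist wells; not every result past the cut was called active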
Starred values were filed as active, the others as inactive. Hits appear at their usual frequency (roughly 2.1% active in at least one column).

entry	mol	OX1R antag-1	OX1R antag-2
1	O=C(O)c1ccc(/C=C/c2nc3ccccc3c(=O)[nH]2)cc1	-7	-6
2	COc1ccc(C(CNS(=O)(=O)c2ccc(NC(C)=O)c(OC)c2)N2CCCC2)cc1 (stereo unspecified)	1	-32
3	COc1ccc(C)cc1NC(=O)CSc1nnc(CC(=O)Nc2ccccc2C)n1C	22	-22
4	CC(=O)N1CCOc2cc(S(=O)(=O)NCc3ccc(F)cc3)c(C)cc21	2	-11
5	N#Cc1ccc(/C=N/NC(=O)c2cccc(S(=O)(=O)N3CCOCC3)c2)cc1	6	-18
6	Cc1ccc(NC(=O)CSC(C)C(=O)OC(C)C(=O)NC2CCCCC2C)cc1 (stereo unspecified)	0	10
7	COC(=O)c1cc(OC)c(OC)cc1NC(=S)N1CCCCC1	11	-20
8	COc1ccc(N2CCN(CC(=O)Nc3ncc(C)s3)CC2)cc1	21	-5
9	COc1ccccc1C(=O)NCC(=O)OCC(=O)c1cccc2ccccc12	13	-13
10	Cc1cccc(CNC(=O)c2cc(S(=O)(=O)N3CCOCC3)cn2C)c1	-2	-8

Brought forward from above: four entries, followed by the next part.
entry	mol	OX1R antag-1	OX1R antag-2
7	COC(=O)c1cc(OC)c(OC)cc1NC(=S)N1CCCCC1	11	-20
8	COc1ccc(N2CCN(CC(=O)Nc3ncc(C)s3)CC2)cc1	21	-5
9	COc1ccccc1C(=O)NCC(=O)OCC(=O)c1cccc2ccccc12	13	-13
10	Cc1cccc(CNC(=O)c2cc(S(=O)(=O)N3CCOCC3)cn2C)c1	-2	-8
11	O=C(O)c1ccc(OCc2ccc(C(=O)O)o2)cc1	11	4
12	C[C@@H](CN1C(=O)C(=O)NC[C@@H]1Cc1ccc(O)cc1)NC(=O)Cc1ccccc1	31	-4
13	NC(=O)Cc1cn(-c2ncc(C(F)(F)F)cc2Cl)c2ccccc12	19	-13
14	Cc1ccc(Cn2c(C3CCCN3c3nc(-c4cc(Cl)c(N)c(Cl)c4)cs3)nc3cc(C(=O)NCCCO)ccc32)cc1 (stereo unspecified)	16	-1
15	CC(C)(C)n1nnnc1C(c1cccnc1)N1CCN(C2CCCCC2)CC1 (stereo unspecified)	10	-8
16	CCOCCCn1c(=S)[nH]c2cc(C(=O)NC3CCCCC3C)ccc2c1=O (stereo unspecified)	13	-7
17	COc1ccc(/C=C2\SC(=O)N(CCNC(=O)CCS(=O)(=O)c3ccc(C)cc3)C2=O)cc1	41	-10
18	COc1ccccc1N1CCN(C(=O)CN(C)S(=O)(=O)c2cc(C)ccc2OC)CC1	13	-26
19	Cc1cc(C(=O)NCc2cc(C(=O)O)co2)co1	10	0
20	Cc1c(NC(=O)Nc2cccc(Cl)c2Cl)c(=O)n(-c2ccccc2)n1C	4	-11

Individual results from above.
OX1R antag-1 with compound 15 stands at 10
OX1R antag-2 with compound 2 stands at -32
OX1R antag-2 with compound 20 stands at -11
OX1R antag-1 with compound 5 stands at 6
OX1R antag-1 with compound 13 stands at 19
OX1R antag-2 with compound 9 stands at -13
OX1R antag-1 with compound 6 stands at 0

Remaining list, next part
entry	mol	OX1R antag-1	OX1R antag-2
21	CCOC(=O)C1CCCN(C(=O)CCC(=O)Nc2ccc3nc(N4CCOCC4)cc(C)c3c2)C1 (stereo unspecified)	15	-26
22	Cc1ccc(NCCCCO)cc1C	5	-5
23	COC(=O)c1cccc(-n2c(C)cc(C=O)c2C)c1	12	-14
24	CN(Cc1ccccc1)S(=O)(=O)c1ccc(OCC(=O)NCc2ccccn2)cc1	18	-21
25	CC(C)c1nc(N2CCN(C(=O)c3ccco3)CC2)c2c3c(sc2n1)CCCC3	8	-36
26	Cc1cc2cc(C=C(C#N)C#N)c(Cl)nc2cc1C	-1	3
27	N#Cc1ccc(CSc2nnc3ccccn23)cc1	11	-15
28	CCN1CCC(NC(=O)Nc2ccccc2C(=O)OC)CC1	4	-20
29	Cc1nnc(SCC(=O)N2CCN(c3ccccc3)CC2)n1-c1ccccc1	17	-7
30	CCCNS(=O)(=O)c1cccc(C(=O)NC2CCCc3ccccc32)c1 (stereo unspecified)	16	-21
31	COC(=O)c1c(N2C(=O)[C@H]3[C@@H](C2=O)[C@]2(C(=O)Nc4c(C)cc(C)cc42)N2CCC[C@@H]32)sc(C)c1C	19	-11
32	CC(=O)Nc1ccc(C(=O)OCC(=O)c2ccc(F)cc2)cc1	13	-10
33	Cc1nc2oc3ccc(F)cc3c(=O)c2cc1C(=O)NC(C)(C)C	20	4
34	Cn1c(NC(=O)c2ccccc2)c(-c2ccccn2)c(=O)c2ccccc21	5	1
35	O=C(COC(=O)CNC(=O)c1ccccc1)Nc1ccc(Cl)cc1C(F)(F)F	10	-30
36	COC(=O)c1c(NC(=O)c2cccc(N3C(=O)CCC3=O)c2)sc2c1CCN(C(C)=O)C2	36	-13
37	CC(C)(C)Nc1nc2cc([N+](=O)[O-])ccc2o1	9	-18
38	O=C(CSc1nnnn1-c1ccc2c(c1)OCCO2)OC1CCCCC1	15	-24
39	O=C(Cc1ccc(Cl)cc1)Nc1cccc(C(=O)Nc2ccccc2C(=O)O)c1	10	7
40	CC1=C(C)CC(C(=O)Nc2ccc(C(N)=O)cc2)C(C(=O)O)C1 (stereo unspecified)	3	-9
41	Brc1c(-c2ccccc2)nc2n1Cc1ccccc1-2	64*	-29
42	CCOc1c2ccc(C(=O)NCc3cc(C(F)(F)F)cc(C(F)(F)F)c3)cc2nn1CCOC	18	-23
43	COc1ccc2cc(C(=O)NCCO)sc(=O)c2c1OC	30	-10
44	COc1ccc2c(c1)C=C(CN1CCN(C3CCCC3)C(CCO)C1)CO2 (stereo unspecified)	40	-31
45	CCSc1ccc(C(=O)Nc2ccc(Br)cn2)cc1[N+](=O)[O-]	36	-7
46	COc1ccccc1N1CCN(C(=O)c2n[nH]c3ccccc23)CC1	8	-9
47	C=CCOc1c(Br)cc(CNc2ccc(NC(=O)CCC)cc2)cc1OCC	7	-35
48	Oc1c(C(c2cccs2)N2CCOCC2)sc2ncnn12 (stereo unspecified)	18	-12
49	Cc1ccccc1NC(=O)COC(=O)[C@@H]1CCCN1C(=O)c1cccs1	3	-16
50	Cc1ccc(CN2CCN(CC(=O)N/N=C/c3c[nH]c4ccccc34)CC2)cc1	16	-13
51	O=C(c1cc(-c2ccc(Cl)cc2)n(-c2cc(Cl)ccc2Cl)n1)N1CCOCC1	18	-18
52	COc1ccc(CCN(C)C(=O)c2ccc(S(=O)(=O)Nc3ccccc3F)cc2)cc1OC	4	-22
53	Cc1ccc(NC(=O)Nc2ccc([N+](=O)[O-])cc2)nc1	12	-22
54	CSCC[C@H](NC(=O)[C@@H]1CSC2c3ccccc3C(=O)N21)C(=O)NCc1ccco1 (stereo partly specified)	8	-12
55	CCCC(C)NC(=O)c1ccc(F)cc1 (stereo unspecified)	14	-2
56	O=S(=O)(Nc1ccccn1)c1ccc(C2CCCCC2)cc1	0	-3
57	O=S(=O)(c1ccc2c(c1)OCCO2)N1CCN(Cc2ccccc2)CC1	15	28
58	C1=CC2C3C=CC(C3)C2C1 (stereo unspecified)	1	-21
59	CCOc1cc(C2C(C(=O)OC)=CN(Cc3ccc(Cl)cc3)C=C2C(=O)OC)ccc1O	-2	-14
60	O=C(NNS(=O)(=O)c1ccc(F)cc1)c1cnn(-c2ccccc2)c1C(F)(F)F	2	-23
61	O=C(O)CCC(=O)c1ccc2c(c1)OCCO2	4	-8
62	CCN(CC)c1ncn(Cc2c(Cl)cccc2Cl)c2ncnc1-2	18	-44
63	COc1ccc(NC(=O)CCc2nnc3ccc(N4CCC(C)CC4)nn23)cc1OC	7	-41
64	CC1Cn2c(nnc2-c2cccc(Cl)c2)S1 (stereo unspecified)	3	10
65	Cc1ccc(NC(=O)/C(CN(C)C)=N\O)cc1	10	-6
66	N#Cc1c(F)cccc1N1CCOCC1	16	2
67	C=C(Cl)COc1ccc2c(CC)cc(=O)oc2c1	6	-9
68	COc1ccc(C(=O)NCc2cc(C)nc3ccccc23)cc1OC	33	0
69	O=C(c1cc([N+](=O)[O-])ccc1Cl)N1CCc2ccccc21	24	-18
70	Cc1c(Cl)cccc1NC(=O)CSCc1cc(=O)[nH][nH]1	6	-5

(list continues)
entry	mol	OX1R antag-1	OX1R antag-2
71	O=S(=O)(c1cccc2c(S(=O)(=O)N3CCCC3)cccc12)N1CCCC1	10	-24
72	O=[N+]([O-])c1c(NCCO)cc(Sc2nc3ccccc3s2)c2nonc12	90*	59*
73	COc1ccc(-c2ncncc2-c2ccccc2)c(O)c1	4	-12
74	CCN(CC(=O)Nc1c(F)cccc1F)C(=O)c1ccc(C(=O)c2ccccc2)cc1	14	-29
75	CCOc1ncccc1C(=O)OCc1ccc(C(=O)OC)o1	8	-17
76	CCCCCCOC(=O)Cc1c(C)nc(-c2ccccc2)[nH]c1=O	12	-6
77	N#Cc1ccccc1Sc1ccccc1C(=O)Nc1ccc(Br)cc1	28	0
78	Cn1c(=O)c2c(nc(CN3CCOCC3)n2CCCc2ccccc2)n(C)c1=O	6	-1
79	FC(F)Oc1ccc(/C=N/c2c(-c3ccc(OC(F)F)cc3)nc3n2CCS3)cc1	14	-15
80	O=P(O)(COc1ccccc1)COc1ccccc1	15	2
81	CN(C(=O)c1cccc(NC(=O)c2cccs2)c1)c1ccccc1	38	8
82	O=C(Nc1cc(S(=O)(=O)N2CCOCC2)ccc1N1CCOCC1)c1ccccc1[N+](=O)[O-]	8	-21
83	C/C(Cn1cnc([N+](=O)[O-])n1)=N/NC(=O)COc1c(Cl)cc(Cl)cc1Cl	32	-12
84	CCOC(=O)COc1ccc2c(c1)C(=O)CC1(CCCCC1)O2	10	-12
85	COC(=O)c1ccc(CSc2nc3c(c(=O)n2-c2ccc(F)cc2)SCC3)o1	14	-6
86	C=CCn1c(SCC(=O)c2ccc(Br)cc2)nnc1C(CC(C)C)NC(=O)c1cccs1 (stereo unspecified)	9	-22
87	Cc1cc(C)c(C(=O)c2ccc(C(=O)N3CCCCC3)cc2)c(C)c1	-2	-2
88	Cc1ccccc1N=C1SC(CC(=O)Nc2ccc3ccccc3c2)C(=O)N1Cc1ccccn1 (stereo unspecified)	16	19
89	COC(=O)c1sccc1Oc1ccc(F)cc1[N+](=O)[O-]	38	-5
90	O=C(CCN1C(=O)c2ccccc2S1(=O)=O)Nc1nc2c(s1)CCCC2	36	-20

Ordered by formula weight (high to low): three of the compounds above
entry	mol	OX1R antag-1	OX1R antag-2
17	COc1ccc(/C=C2\SC(=O)N(CCNC(=O)CCS(=O)(=O)c3ccc(C)cc3)C2=O)cc1	41	-10
72	O=[N+]([O-])c1c(NCCO)cc(Sc2nc3ccccc3s2)c2nonc12	90*	59*
58	C1=CC2C3C=CC(C3)C2C1 (stereo unspecified)	1	-21

The list continues:
entry	mol	OX1R antag-1	OX1R antag-2
91	O=C(NCCCN1CCOCC1)C(=O)N/N=C/c1cccc2ccccc12	49*	0
92	CCCCOC(=O)CSc1n[nH]c(=O)[nH]c1=O	21	-7
93	COCCn1nnnc1C(C(C)C)N1CCOCC1 (stereo unspecified)	11	-11
94	CC(C)[C@H](NC(=O)[C@H](CC(=O)O)NC(=O)[C@H](CCCCN)NC(=O)[C@@H](N)CCCN=C(N)N)C(=O)N[C@@H](Cc1ccc(O)cc1)C(=O)O	7	-14
95	Cc1ccc(NC(=O)Nc2cc(S(=O)(=O)N(C)C)ccc2C)cc1	23	-28
96	O=C(NCCCN1CCOCC1)c1cc2cc(Br)ccc2oc1=O	124*	-18
97	Cc1nn(CC(=O)NCCc2cccs2)c(=O)c2nn(-c3ccccc3)c(C)c12	-1	-22
98	O=c1ccc(NS(=O)(=O)c2ccc(Cl)cc2)cn1Cc1ccc(Cl)c(Cl)c1	6	-1
99	CCOC(=O)C1C(=O)OC(C)(C)C1C(C)C(=O)c1ccc(OC)cc1 (stereo unspecified)	16	-4
100	O=C(NCc1ccc2c(c1)OCO2)C(=O)NCC1OCCN1S(=O)(=O)c1ccc(F)cc1 (stereo unspecified)	29	-28
101	FC(F)(F)c1cccc(N2CCN(Cc3ccoc3)CC2)c1	15	-27
102	CCOC(=O)c1ccc(NC(=O)CCc2nc(-c3ccc(C)cc3)no2)cc1	14	0
103	Cc1cc(C)c(NC(=O)COC(=O)C23CC4CC(CC(O)(C4)C2)C3)c(Cl)c1	10	-7
104	CS(=O)(=O)N(CC(=O)NCCSC1CCCCC1)c1cccc(F)c1	3	-15
105	CCOc1cc2[nH]c(=O)n(CCCN3CCN(c4ccc(OC)cc4)CC3)c(=O)c2cc1OCC	12	-31
106	COc1cc(OC)cc(-c2c(-c3cccs3)c3cc(-c4ccc(C(N)=O)cc4)ccc3n2C)c1	-2	-57
107	O=C(OCc1cc2ccccc2[nH]c1=O)c1ccccc1	15	-25
108	C/C(=N\N1CCN(C2c3ccccc3-c3ccccc32)CC1)c1ccncc1	19	-2
109	Cc1cc(C)nc(NCc2ccc(Cl)cc2)n1	12	-21
110	CC(=O)c1c(C(C)=O)c(C)n(-c2nc(-c3ccc(C)c(C)c3)c(C)s2)c1C	6	-13
111	Cc1ccc(C2C(C#N)=C(N)Oc3c2oc(CO)cc3=O)o1 (stereo unspecified)	40	-7
112	CN(C)c1ncc(S(=O)(=O)c2ccccc2)c(=O)[nH]1	4	-8
113	CCOc1ccc(NC(=O)c2ccc(CNc3c(NC4CCCCC4)c(=O)c3=O)cc2)cc1	22	-9
114	CCN(CC)S(=O)(=O)c1ccc(Cl)c(C(=O)Nc2nnc(C)s2)c1	8	-18
115	COC(=O)c1ccc(C(=O)OC)c(NC(=S)N2CCCCC2)c1	9	-21
116	COc1ccccc1OC(C)C(=O)N1CCN(Cc2ccc3c(c2)OCO3)CC1 (stereo unspecified)	15	-12
117	Brc1cccc(CNc2nc3ccccc3n2CCN2CCOCC2)c1	21	-15
118	CCOc1ccc(C(=O)N2CCN(c3cnn(-c4ccccc4)c(=O)c3Cl)CC2)cc1	13	-15
119	Cc1cc2oc(=O)c(CC(=O)NCCCO)c(C)c2c2occ(C(C)(C)C)c12	13	-42
120	Cc1ccc2occ(-c3nn[nH]n3)c(=O)c2c1	5	-2
